# PTHR1 ag = PTHR1 (human) receptor agonism; HEK293 GP2 PTHR1 cells, GloSensor cAMP luminescence, 1 h; hit rate 0.075% among 410,000; Potency, µM (highest dose often 115 µM), for inactives: at the top dose activation, usual class: activators; further: potency means the concentration at half of the fitted maximal effect; nearly all actives have a fitted effect of over 55% in size; some results filed as inactive show a strong effect at the top dose; inactives centre near -15; many of its hits are not listed in these tables
# Target sequence (Q03431 whole entry, looked up): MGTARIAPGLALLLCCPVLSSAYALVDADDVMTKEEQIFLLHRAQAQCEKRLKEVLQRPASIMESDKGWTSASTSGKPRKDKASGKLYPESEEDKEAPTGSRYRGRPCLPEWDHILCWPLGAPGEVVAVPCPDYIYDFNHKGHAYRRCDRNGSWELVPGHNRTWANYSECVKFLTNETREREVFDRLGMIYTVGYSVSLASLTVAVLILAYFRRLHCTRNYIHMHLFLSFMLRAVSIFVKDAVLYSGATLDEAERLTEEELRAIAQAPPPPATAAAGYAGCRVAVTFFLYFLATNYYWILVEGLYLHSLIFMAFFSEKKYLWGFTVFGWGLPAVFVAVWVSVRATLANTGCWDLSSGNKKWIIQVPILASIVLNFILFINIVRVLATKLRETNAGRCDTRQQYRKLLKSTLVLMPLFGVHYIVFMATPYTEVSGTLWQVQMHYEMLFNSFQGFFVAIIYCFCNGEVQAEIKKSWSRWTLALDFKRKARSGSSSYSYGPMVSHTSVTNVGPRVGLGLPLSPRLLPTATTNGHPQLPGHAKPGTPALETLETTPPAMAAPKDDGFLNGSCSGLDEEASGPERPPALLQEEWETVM
#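 HEK-293-derived GP2 cells expressing PTHR1 and a GloSensor cAMP reporter, 3,000/well, plated overnight, given luciferin plus IBMX (each 0.5 mM as added) for 1 h at 37 °C, then compound for 1 h at 37 °C. Luminescence was read after 15 min at room temperature.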
# aSyn yeast inh = inhibitors of alpha-synuclein toxicity in yeast; Yeast expressing alpha-synuclein, growth rescue, BacTiter-Glo, 24 h; Potency, µM (top dose mostly 46.1 µM), inactives show top-dose growth rescue (activation), hits mostly activators; hit rate 0.14% among 370,000; AID 652106; further: potency means the concentration at half of the fitted maximal effect; % of control where 0% means no effect; nearly all actives have a fitted effect of over 65% in size
#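 Rescue of yeast growth: cells expressing toxic alpha-synuclein, induced in galactose at OD600 0.02, incubated with compound 24 h at 30 C. ATP luminescence quantified growth; inhibitors of toxicity appear as activators.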
# DRD3 antagonist = D3 dopamine receptor (human) antagonism. D3R cells, DiscoveRx beta-arrestin luminescence, antagonist mode; stronger effect = lower value. max response, negative = inhibition, %. P35462. hit rate 2.5% among 360,000; in the data active means max response below about -50%; inconclusive means no clear call, values can overlap the other calls; further: on the % scale 0 is the no-effect control and ±100 the full control effect; mostly tested at two doses, the higher about 12 µM
# Target sequence (P35462 whole entry, looked up): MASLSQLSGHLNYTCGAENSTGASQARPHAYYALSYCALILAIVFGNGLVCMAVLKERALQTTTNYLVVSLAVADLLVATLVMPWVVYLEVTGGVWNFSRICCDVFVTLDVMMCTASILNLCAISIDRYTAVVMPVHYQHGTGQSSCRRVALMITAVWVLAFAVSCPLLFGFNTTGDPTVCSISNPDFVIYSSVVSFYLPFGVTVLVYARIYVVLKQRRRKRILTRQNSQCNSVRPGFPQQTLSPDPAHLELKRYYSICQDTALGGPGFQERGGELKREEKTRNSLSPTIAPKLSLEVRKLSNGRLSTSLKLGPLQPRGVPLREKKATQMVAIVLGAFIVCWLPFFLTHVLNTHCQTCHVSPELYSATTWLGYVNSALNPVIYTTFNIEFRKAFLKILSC
#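 Cells plated overnight at 1500 cells/well, then exposed to library compounds with dopamine controls for 90 minutes at 37 degrees C. DiscoveRx reagent added for 30–60 minutes at room temperature; luminescence read, quantitative HTS format.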
# GLP1R ag = activates the human GLP-1 receptor; hit rate 0.007% among 380,000; AID 624172; HEK293 GLP-1R CRE-luciferase, luminescence, 4-6 h; cells express a hypersensitive GLP-1R form; Potency, µM (top dose mostly 45.6 µM), for inactives: at the highest dose activation, usual class: activators; further: potency means the concentration at half of the fitted maximal effect; % of control where 0% means no effect
# KB-V1 cytotox = KB-V1 MDR subline cytotoxicity. KB-V1 MDR cells viability, CellTiter-Glo, 72 h. Potency, µM (series often up to 46.1 µM), for inactives: at the highest dose activity change, negative = cytotoxicity, most hits filed as cytotoxic. hit rate 3.4% among 400,000; further: potency means the concentration at half of the fitted maximal effect; on the % scale 0 is the no-effect control and ±100 the full control effect; nearly all actives have a fitted effect of over 60% in size
#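 Cells of the MDR subline KB-V1 are plated, dosed with compound at multiple concentrations, and incubated 72 h at 37 degrees C; CellTiter-Glo is then added and luminescence read after 10 min.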
# DRD3 agonist = D3 dopamine receptor (human) agonism; max activation, %; hit rate 0.58% among 410,000; D3R DiscoveRx beta-arrestin cells, luminescence, 90 min; P35462; in the data active means max activation above about 30%; further: 0% is about no effect; mostly tested at two doses, the higher about 12 µM
#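 Cells at 1500/well, incubated overnight, then treated with pinned compounds (dopamine as control) for 90 min at 37 degrees C. DiscoveRx reagent added for 30 - 60 minutes at room temperature; luminescence read.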
# TDP43 rescue = rescues yeast growth from TDP-43 toxicity; hit rate 1.8% among 410,000; TDP-43 expressing yeast growth rescue, BacTiter-Glo, 24 h; AID 652104; Potency, µM (series often up to 46.1 µM), for the others: at the top dose growth rescue (activation), actives largely listed as activators; further: potency means the concentration at half of the fitted maximal effect; % of control where 0% means no effect; nearly all actives have a fitted effect of over 50% in size
#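 In this qHTS, compounds that restore growth of yeast expressing TDP-43 appear as activators. Cells (OD600=0.02, galactose medium, raffinose-pregrown) are incubated with compound 24 hr at 30 deg C and growth is quantified by BacTiter-Glo.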
# HEK293 tox = cytotoxic in the GLP-1 receptor inverse agonist counter-screen; HEK293 cAMP-luciferase reporter cells, luminescence, 24 h; Potency, µM (series often up to 38.3 µM), for the others: at the highest dose activity change, negative = inhibition, hits mostly inhibitors; hit rate 0.13% among 410,000;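 further: loss of luciferase light is scored as toxicity; potency means the concentration at half of the fitted maximal effect; on the % scale 0 is the no-effect control and ±100 the full control effect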
#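 Luminescence readout: signal drop marks cytotoxicity. Plated cells grew 12 h at 37 °C, 5% CO2, received 23 nL compound for 24 h, then got luciferase reagent, read after 12 min at RT.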
# GLP-1R inv ag = inverse agonists of human GLP-1 receptor; hit rate 1.6% among 410,000; Potency, µM (top dose mostly 38.3 µM), inactives show top-dose activity change, negative = inhibition, hits mostly inhibitors; HEK293 GLP-1R CRE-luciferase, luminescence, 24 h; GLP-1R form is constitutively active; AID 624417; P43220; further: potency means the concentration at half of the fitted maximal effect; on the % scale 0 is the no-effect control and ±100 the full control effect; nearly all actives have a fitted effect of over 55% in size
#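 Luminescence readout: a drop in cAMP-driven luciferase signal flags inverse agonism at a constitutively active GLP-1R stably expressed in HEK293. Compound exposure lasted 24 hr at 37 deg C, 5% CO2.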
# Starred values were filed as active, the others as inactive; i = inactive; u = inconclusive; x = no result given; & = joins results of further samples; [ ] = dose if it differs, or a comment. Unless noted, the call rests on the fitted dose curve; in most records, active means well fitted curve in the direction sought with a large enough effect; inconclusive means small, poorly fitted or top-dose-only effect, or another doubt; inactive means no such curve, though single readings can be large; an effect the other way counts as inactive or inconclusive. A portion of the library; rates above refer to the full screens.
SMILES,PTHR1 ag,aSyn yeast inh,DRD3 antagonist,GLP1R ag,KB-V1 cytotox,DRD3 agonist,TDP43 rescue,HEK293 tox,GLP-1R inv ag
CCC(=O)Nc1nonc1-c1nc2ccccc2n1Cc1cccc2ccccc12,i,-1%,-21,11%,u,-4,-4%,u,u
COc1ccc(Nc2nc(-c3cccs3)cs2)cc1,-20%,-16%,15,-6%,9%,1,0%,-1%,-5%
CN(Cc1ccc(Cl)cc1)C(=O)COC(=O)CSc1ccc([N+](=O)[O-])cc1,0%,6%,-25,-31%,-33%,-4,5%,8%,-2%
COc1ccc(NC(=O)CN2C(=O)CC(c3ccc(C)c(C)c3)=Nc3ccccc32)cc1OC,-5%,x,x,x,-7%,5,26%,-10%,0%
COc1ccccc1N(C(=O)c1snc(C(N)=O)c1N)C(C(=O)NC1CCCC1)c1ccc(N(C)C)cc1 (stereo not given),-22%,-1%,-23,8%,-24%,-10,-16%,0%,-21%
CCOC(=O)N1CCN(C2CCCN(C(=O)c3ccccc3C(F)(F)F)C2)CC1 (stereo not given),4%,1%,-3,2%,x,-13,-20%,-18%,21%
N#Cc1c(NC(=O)CSc2ncn[nH]2)sc2c1CCCCC2,-37%[inhibitor],4%,29,8%,4.1µM*,3,0%,-12%,-3%
CCS(=O)(=O)c1c(S(=O)(=O)CC)c2ccccn2c1C(N)=O,-13%,0%,-3,1%,13%,1,0%,-15%,-1%
O=C(c1ccccc1)c1cnc2ccc(Cl)cc2c1N1CCOCC1,-11%,-1%,10,4%,-4%,-2,0%,5%,1%
CCCCCCOc1ccc(N2C(=O)CC(N3CCN(CCN=CC4=C(O)CC(C)(C)CC4=O)CC3)C2=O)cc1 (stereo not given),-43%[inhibitor],6%,9,7%,0%,1,-20%,3%,-16%
NC(Cc1ccc(Cl)cc1)c1csc(Nc2cc(NCCCO)ncn2)n1 (stereo not given),-6%,-4%,0,-1%,-1%,0,20%,-27%,u
COc1ccc(O)c(CN2CCN(CCCc3ccccc3)C(CCO)C2)c1 (stereo not given),-24%,3%,u,2%,0%,-27,11%,-19%,-9%
O=C(Cc1ccc(NS(=O)(=O)c2ccc(Cl)c(Cl)c2)cc1)NCCN1CCOCC1,-18%,4%,-16,2%,16%,-18,-15%,5%,1%
CC(C)CCNC(=O)Cn1c2c(c(-c3ccccc3Cl)cc1=O)CCC2,-27%,12%,-13,8%,-1%,-3,-4%,-12%,u
Cc1ccccc1-n1c(SCC(=O)c2c(N)n(C3CC3)c(=O)[nH]c2=O)nnc1N1CCOCC1,-25%,-4%,-5,-6%,9%,1,11%,1%,-10%
COc1ccc(CNC(=O)C2(CC3CC(c4ccccc4)=NO3)CCNCC2)cc1 (stereo not given),-17%,1%,-13,7%,u,-14,3%,-9%,u
C=C1CCN([C@H](C(=O)NCc2cc(OC)c(OC)c(OC)c2)C(C)C)S(=O)(=O)c2ccccc21,i,-4%,-10,0%,4%,6,12%,-9%,8%
Cc1ccc(NC(=O)NC2=N/C(=C(/C#N)C(=O)N3CCCC3)c3ccccc32)cc1,-8%,-9%,14,1%,u,5,0%,-24%,0%
O=C1Nc2ccc(Br)cc2C12OCCO2,i,0%,1,2%,0%,20,-20%,u,-14%
Cc1cn2c(=O)cc(COC(=O)C(C)Oc3ccccc3)nc2s1 (stereo not given),-14%,x,x,x,17%,2,12%,3%,12%
COC(=O)C(CCSC)NC(=O)C12CC3CC(CC(C3)C1)C2 (stereo not given),i,0%,15,-2%,-1%,3,-3%,-9%,0%
COCCCn1c(=O)c2ccccc2n2c(=S)[nH]nc12,-12%,2%,-9,-1%,-3%,2,21%,6%,8%
S=C(NCCc1ccccc1)Nc1ccc(Br)cn1,-21%,8%,-3,23%,u,1,u,u,u
Cc1ccc(Oc2c(C=O)c3ccccc3n2C)cc1,-5%[57.5 µM],-4%,u,-4%,-15%,-5,u,-16%,5µM*
CN1C(=O)C(O)(C2COC(C)(C)CC2=O)c2ccccc21 (stereo not given),i,0%,0,0%,33%,0,9%,-5%,2%

# Sorted by formula weight (falling): some entries from above
SMILES,PTHR1 ag,aSyn yeast inh,DRD3 antagonist,GLP1R ag,KB-V1 cytotox,DRD3 agonist,TDP43 rescue,HEK293 tox,GLP-1R inv ag
C=C1CCN([C@H](C(=O)NCc2cc(OC)c(OC)c(OC)c2)C(C)C)S(=O)(=O)c2ccccc21,i,-4%,-10,0%,4%,6,12%,-9%,8%
N#Cc1c(NC(=O)CSc2ncn[nH]2)sc2c1CCCCC2,-37%[inhibitor],4%,29,8%,4.1µM*,3,0%,-12%,-3%
COc1ccc(Nc2nc(-c3cccs3)cs2)cc1,-20%,-16%,15,-6%,9%,1,0%,-1%,-5%
Cc1ccc(Oc2c(C=O)c3ccccc3n2C)cc1,-5%[57.5 µM],-4%,u,-4%,-15%,-5,u,-16%,5µM*

# Following part
SMILES,PTHR1 ag,aSyn yeast inh,DRD3 antagonist,GLP1R ag,KB-V1 cytotox,DRD3 agonist,TDP43 rescue,HEK293 tox,GLP-1R inv ag
CCOc1ccccc1N1CCN(C(=O)c2ccc3nc(N)sc3c2)CC1,-17%,0%,0,4%,u,-2,4%,-4%,-29%
N#C/C(=C\c1ccc(Cl)cc1)c1nc2ccccc2o1,i,-6%,-29,2%,-18%,-6,-1%,-22%,-11%
CCC(=O)Nc1ccc2c(c1)ncn2-c1ccc(OC)cc1,i,-11%,5,14%,2%,-1,10%,-18%,6%
CCCCC1OC23CCCCC2C(C#N)(C(=N)O3)C1(C#N)C#N (stereo not given),-7%[57.5 µM],0%,-7,-16%,11%,3,13%,104%[activator],8%
COc1ccc(C(CNC(=O)c2ccc(C)c(S(=O)(=O)N3CCCCC3)c2)N(C)C)cc1OC (stereo not given),i,-9%,-10,-3%,10%,-1,-2%,13%,2%
CC(=O)N1CCC(N(CCCOC(C)C)C(=O)Nc2ccc(C)c(C)c2)CC1,-8%,1%,-5,-13%,-19%,6&-2,23%&-8%,2%&5%,2%&9%
Cc1nn(-c2ccccc2)c(C)c1NC(=O)COC(=O)c1ccc(Cl)c(N)c1,-5%,-7%,11,-4%,u,18,17%,10%,-6%
CCN=C1Cn2c(nc3scc(-c4ccccc4)c3c2=O)CN1CC,i,-3%,-19,5%,-1%,3,1%,1%,10%
CCCC1=NCCn2cccc21,i,-13%,0,1%,u,8,2%,-1%,9%
CC(c1ccccc1C(O)(c1ccccc1)c1ccccc1)N(C)C (stereo not given),i,0%,-21,-7%,0%,3,8%,u,u
Nc1c2c(nc3sc4c(c13)CCCC4)-c1ccccc1CC2,-44%[inhibitor],-7%,12,u,u,8,2.5µM*,-6%,u
O=c1c2ccccc2nnn1CSc1nnc2ccccn12,-27%[57.5 µM],-3%,-27,-9%,2%,-1,7%,5%,-13%
Cc1nc2c3ccccc3nc(NNC(=O)CCC(=O)NC3CCCC3)n2n1,i,0%,5,0%,2%,3,1%,-2%,6%
Cc1nn(CC(O)COc2ccc3c(c2)CCC3)c(C)c1Br (stereo not given),-1%[57.5 µM],17%,13,11%,u,0,28%,-2%,u
CC(C)(C)OC(=O)N1CCC(C(=O)Nc2cccc(C(=O)N3CCCCC3)c2)CC1,i,-1%,u,1%,3%,-67,5%,0%,-7%
Cn1ccc2c(/C=C/c3ccc(F)cc3)cc3c(c21)C1CCC3O1 (stereo not given),i,23%,7,-2%,13%,3,u,8%,-28%
CC(=O)Nc1nc(CCC(C)C)cc2c1c(=O)oc1ccccc12,i,-4%,11,9%,-3%,-5,-15%,0%,1%
COc1ccc(NC(=O)N(C)C[C@@H]2Oc3ccc(NC(=O)NC(C)C)cc3CC(=O)N([C@H](C)CO)C[C@@H]2C)cc1,-13%,-8%,-18,-6%,-24%,-21,-19%,2%,23%
CCOC(=O)N1c2ccccc2Sc2ccccc21,-14%,15%,-13,-8%,-8%,-4,7%,7%,u
CCOc1cc(CNC2CCCC2)ccc1OCc1ccccc1Cl,-9%,1%,u,-3%,21µM*,-16,2%,u,u
C[C@@H](C(=O)Nc1cc(C(F)(F)F)ccc1N1CCOCC1)N1C(=O)C2CC=CCC2C1=O (stereo not given in full),i,0%,2,10%,u,2,-7%,-2%,11%
CCOC(=O)N1CCC(=NNC(=O)COc2ccc(OC)cc2)CC1,-3%,6%,-23,1%,4%,2,0%,-4%,6%
Cc1ccc(OCC(=O)Nc2ccc3nc(SCC(=O)N4CCOCC4)sc3c2)cc1,-11%,x,x,x,x,7,13%,8%,1%
Cc1cc(C)cc(NC(=O)CSc2oc(-c3ccco3)nc2S(=O)(=O)c2ccccc2)c1,-11%,x,x,x,6%,0,26%,3%,-20%
COc1ccc(-c2nc3ccccc3s2)cc1NC(=O)c1cc(OC)c(OC)c(OC)c1,i,x,x,x,16%,17,10%,4%,18%
SMILES,PTHR1 ag,aSyn yeast inh,DRD3 antagonist,GLP1R ag,KB-V1 cytotox,DRD3 agonist,TDP43 rescue,HEK293 tox,GLP-1R inv ag
COCCCNC(=O)/C(C#N)=C/c1c(N2CCN(c3ccc(OC)cc3)CC2)nc2c(C)cccn2c1=O,-23%,0%,15,27%,u,3,20%,6%,42%[activator]
Cc1cccc(NC(=O)c2ccc3c(=O)n(CC4CCCO4)c(=S)[nH]c3c2)c1 (stereo not given),-28%,0%,2,-1%,u,13,-8%,23%,u
COc1ccc(CCNC(=O)CSc2nc3scc(-c4ccccc4)c3c(=O)[nH]2)cc1,-39%[inhibitor],3%,-8,1%,-14%,0,-14%,-13%,u
Cc1c(C(=O)N2CCN(c3ccccn3)CC2)oc2c1C(=O)CC(C)(C)C2,0%,2%,40,18%,-12%,2,5%,-19%,-9%
CCCN=Cc1sc2ccc(OCC)cc2c1O,-21%[57.5 µM],1%,3,6%,u,2,0%,u,2%
O=C(N/N=C\c1ccc[nH]1)c1cncc(Br)c1,-22%,10%,-3,-2%,u,4,7%,3%,-4%
O=C(NCCN1CCOCC1)C1CCN(S(=O)(=O)c2ccccc2)CC1,i,-1%,32,-4%,2%,2,12%,-6%,5%

# Compound activity from PubChem.
